D2 PAM – positive allosteric modulators of human D2 dopamine receptor | P14416 | HEK293 T-REx D2, calcium flux, EC20 dopamine potentiation | potentiation, % at 10 µM | actives 0.34% (n = 340,000);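 active = potentiation over 3 SD above the plate norm, cut at about 30% in these data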; note: 0% is about no effect
Target sequence (P14416 whole entry, looked up): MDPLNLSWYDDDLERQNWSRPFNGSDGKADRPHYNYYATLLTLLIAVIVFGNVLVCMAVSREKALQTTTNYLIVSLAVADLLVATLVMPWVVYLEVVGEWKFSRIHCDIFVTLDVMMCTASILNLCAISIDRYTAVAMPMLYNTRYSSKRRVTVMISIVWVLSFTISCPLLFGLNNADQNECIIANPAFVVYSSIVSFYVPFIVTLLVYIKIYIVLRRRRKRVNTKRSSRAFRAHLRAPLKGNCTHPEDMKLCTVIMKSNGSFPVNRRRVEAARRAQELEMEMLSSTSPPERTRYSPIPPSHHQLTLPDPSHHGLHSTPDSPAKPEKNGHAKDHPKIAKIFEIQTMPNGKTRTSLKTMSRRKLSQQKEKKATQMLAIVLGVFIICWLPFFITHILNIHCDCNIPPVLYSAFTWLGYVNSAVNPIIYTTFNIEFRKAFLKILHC
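Tetracycline-induced Hek293 Trex D2 cells, force-coupled to calcium, loaded with no-wash calcium dye. Compound added with 180 s kinetic read for agonism, then EC20 dopamine and a further 180 s read for potentiation.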
RXFP1 antag – RXFP1 (human) relaxin receptor antagonism. HEK293-RXFP1, relaxin-stimulated cAMP HTRF, 30 min; hits give low values. activity change, negative = inhibition, % at 57.5 µM. actives 0.59% (n = 350,000);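 active = activity change of -60% or lower, but not beyond a set lower limit; inconclusive = change between -60% and -40%, or beyond the set limit; inactive = change above -40%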; note: % is set by controls: 0 for no effect and ±100 for the full control effect
D2 ag – activates the human D2 dopamine receptor. HEK293 T-REx D2 cells, calcium flux agonist mode. AID 485358. actives 0.53% (n = 340,000). P14416. activation, % at 2 µM;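 active = activation over 3 SD above normal in the single-dose calcium agonist read, cut at about 30% in these data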; note: 0% is about no effect
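Agonism scored from kinetic calcium signal (1 read/sec, 180 s) following compound pin transfer, after a 10 s baseline. Cells: HEK293 Trex line expressing inducible D2 receptor coupled to calcium, dye-loaded after overnight culture at 30 C.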
D1 antag – human D1 dopamine receptor antagonism. P21728. HEK293 TREx D1 cells, calcium flux, dopamine EC80; hits give low values. activity change, negative = inhibition, % at 10 µM. actives 3.2% (n = 360,000); in the data active = activity change below about -30%; note: % is set by controls: 0 for no effect and ±100 for the full control effect
Target sequence (P21728 whole entry, looked up): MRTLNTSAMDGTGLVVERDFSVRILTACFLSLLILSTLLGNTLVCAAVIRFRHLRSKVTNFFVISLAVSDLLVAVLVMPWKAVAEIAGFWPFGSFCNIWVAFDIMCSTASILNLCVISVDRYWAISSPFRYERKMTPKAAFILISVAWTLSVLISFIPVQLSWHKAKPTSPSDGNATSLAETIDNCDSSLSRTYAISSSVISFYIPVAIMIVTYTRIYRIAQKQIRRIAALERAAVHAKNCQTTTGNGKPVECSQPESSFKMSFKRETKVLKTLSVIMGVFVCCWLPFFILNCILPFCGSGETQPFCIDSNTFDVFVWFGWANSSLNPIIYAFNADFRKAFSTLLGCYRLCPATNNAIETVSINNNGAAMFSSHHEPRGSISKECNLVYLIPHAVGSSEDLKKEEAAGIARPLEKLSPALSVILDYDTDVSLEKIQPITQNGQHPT
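Antagonism measured as reduced calcium response to an EC80 dopamine addition following 180 s compound pre-read; cells were inducible HEK293 Trex D1 plated overnight at 30 C, read kinetically at 1 cycle/sec.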
RXFP1 ag – activates the human relaxin receptor RXFP1. Potency, µM (titrated, usually from 57.5 µM), for inactives: at the top dose activation, most hits filed as activators. AID 2676. actives 0.3% (n = 370,000). HEK293T-RXFP1 cAMP TR-FRET, 30 min; response scale: percent of porcine relaxin response, buffer zero; active = well fitted activation curve with a large enough effect; inconclusive = small, poorly fitted or top-dose-only effect; note: potency is the fitted concentration of half-maximal effect; % is set by controls: 0 for no effect and ±100 for the full control effect; nearly all actives have a fitted effect of over 60% in size; many of its hits are not listed in these tables
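HEK293 cells stably expressing RXFP1, treated 30 min at 37C with compounds plus PDE4 inhibitor Ro 20174; cAMP measured by HTRF TR-FRET. Normalized to buffer and 29 nM porcine relaxin; EC50 by Hill fit.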
TRHR enhancer – allosteric enhancers of human TRH receptor. P34981. TRHR cells, fluo-8 calcium fluorescence, EC20 TRH enhancement. enhancement, % at 2 µM. actives 0.66% (n = 360,000). AID 493056; in the data active = enhancement above about 30%; note: 0% is about no effect
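Enhancer read-out: after compound pinning and an initial kinetic agonist-mode read, an EC20 of TRH (10 nM final) was injected and fluo-8 calcium signal (Ex 480/Em 530) followed at 1 s/cycle for 100 cycles in TRHR-expressing cells.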
D1 agonist – human D1 receptor agonism; HEK293 T-REx D1 cells, calcium flux, agonist mode; activation, % at 2 µM; actives 1% (n = 360,000); AID 504660; in the data active = activation above about 30%; note: 0% is about no effect
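Agonism was scored from calcium flux recorded over 180 s (1 read/s) after pintool compound addition, following a 10-cycle baseline. Cells were inducible force-coupled HEK293 TREx D1, plated overnight at 30 C and loaded with no-wash calcium dye.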
D2 antag – D2 dopamine receptor (human) antagonism; P14416; HEK293 TREx D2 cells, calcium flux, dopamine EC80; inhibition, % at 10 µM; actives 2% (n = 340,000); AID 485344; in the data active = inhibition above about 30%; note: 0% is about no effect
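Overnight-induced (tetracycline, 30 C) HEK293 T-REx cells carrying force-coupled D2 receive a no-wash calcium dye, then compound, then EC80 dopamine at 180 s; signals are read kinetically throughout.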
D1 potentiator – potentiators of human D1 dopamine receptor; HEK293 TREx D1 cells, calcium flux, dopamine EC20 potentiation; potentiation, % at 10 µM; P21728; actives 0.036% (n = 360,000); AID 504651; in the data active = potentiation above about 30%; note: 0% is about no effect
Active calls of the source: *; & = joins results of further samples. A portion of the library; the hit share may differ from the screen's.

What do the screens show for `O=C(Cn1ncc2c3ccccc3n(Cc3ccc(Cl)cc3)c2c1=O)NCCCN1CCCC1=O`?
D2 PAM: 11.1; RXFP1 antag: -4.1; D2 ag: 0.1; D1 antag: -20.1; RXFP1 ag: 3.2%; TRHR enhancer: -11.5; D1 agonist: 1.8; D2 antag: 3.6; D1 potentiator: -8.1

Results for CC(C)OCCCNC(=O)c1cn(C)c2ccc(S(=O)(=O)N(C)C3CCCCC3)cc2c1=O ?
D2 PAM: -0.5&13.9; RXFP1 antag: -0.4&-6.6; D2 ag: -0.8&-0.3; D1 antag: -11.4&0.4; RXFP1 ag: 2.3%&2.9%; TRHR enhancer: 4.6&1.8; D1 agonist: -0.6&-1.8; D2 antag: 9.6; D1 potentiator: -2.7&1.5

Results for CC(C)c1ccc(OCC(=O)Nc2ccc(S(=O)(=O)Nc3ccccn3)cc2)cc1 ?
D2 PAM: 5.1; RXFP1 antag: -20.0; D2 ag: 1.1; D1 antag: 15.4; RXFP1 ag: 4.5%; TRHR enhancer: 4.2; D1 agonist: 14.5; D2 antag: -4.4; D1 potentiator: 6.0

How did COc1ccc(N2CCN(C(=O)c3cc4cc5ccc(Cl)cc5nc4o3)CC2)cc1 do in these assays?
D2 PAM: 2.5; D2 ag: 0.8; D1 antag: -10.8; RXFP1 ag: 5.6%; TRHR enhancer: 5.1; D1 agonist: -0.4; D1 potentiator: 0.8

Results for O=C1c2ccccc2C(=O)c2c1cccc2-n1nnc2ccccc21 ?
D2 PAM: -5.2; RXFP1 antag: 0.3; D2 ag: 2.6; D1 antag: -9.2; RXFP1 ag: 0.4%; TRHR enhancer: -2.5; D1 agonist: 0.5; D2 antag: 7.0; D1 potentiator: 2.5

How did CCN(CC)CC#CCC(O)(c1ccccc1)C1CCCC1 (configuration not stated) do in these assays?
D2 PAM: -15.0; RXFP1 antag: -3.8; D2 ag: -0.7; D1 antag: 26.0; RXFP1 ag: -0.1%; TRHR enhancer: 3.6; D1 agonist: 1.4; D2 antag: 9.4; D1 potentiator: -4.7

How did Cc1c(NC(=O)c2cccc(NC(=O)c3ccco3)c2)cccc1C(=O)O do in these assays?
D2 PAM: 3.5; RXFP1 antag: 10.4; D2 ag: -0.1; D1 antag: -10.8; RXFP1 ag: 0.7%; TRHR enhancer: 8.2; D1 agonist: 2.5; D2 antag: 11.7; D1 potentiator: -1.6

What do the screens show for `CCCN(CCC)CCNC(=O)C1CC(=O)N(c2ccc(OC)cc2)C1c1ccc(OC)cc1` (configuration not stated)?
D2 PAM: -4.6; RXFP1 antag: -4.1; D2 ag: 0.6; D1 antag: -2.3; RXFP1 ag: 2.6%; TRHR enhancer: -2.4; D1 agonist: 0.8; D2 antag: 10.1; D1 potentiator: -4.5

How did Cc1cccc(CC(=O)NC2CCN(C)CC2)c1 do in these assays?
D2 PAM: 3.8; RXFP1 antag: -0.8; D2 ag: 2.9; D1 antag: -15.9; RXFP1 ag: 0.5%; TRHR enhancer: 40.3*; D1 agonist: 2.1; D2 antag: -7.4; D1 potentiator: 8.4

What do the screens show for `CCOc1ccc(-n2c(Cc3cc(=O)[nH]c(=O)[nH]3)nnc2SC(C)C)cc1`?
D2 PAM: -6.4; RXFP1 antag: 1.7; D2 ag: -0.7; D1 antag: -13.5; RXFP1 ag: 2.6%; TRHR enhancer: 1.8; D1 agonist: 2.5; D2 antag: 7.7; D1 potentiator: -4.7

How did Cc1c(OC(C)C(=O)NCCCN2CCOCC2)ccc2c1oc(=O)c1ccccc12 (configuration not stated) do in these assays?
D2 PAM: -3.3; RXFP1 antag: -6.8; D2 ag: 0.4; D1 antag: -11.3; RXFP1 ag: 4.3%; TRHR enhancer: -1.8; D1 agonist: 7.7; D2 antag: 7.3; D1 potentiator: 4.9

How did O=C(CCCN1C(=O)c2cccc3cccc(c23)C1=O)Nc1ccon1 do in these assays?
D2 PAM: -2.0; RXFP1 antag: 5.5; D2 ag: -0.4; D1 antag: -9.8; RXFP1 ag: 16.8%; TRHR enhancer: 0.5; D1 agonist: 1.4; D2 antag: 11.1; D1 potentiator: -2.4

Results for Cc1cc(NC(=O)/C=C\C(=O)O)c([N+](=O)[O-])cc1C ?
D2 PAM: 6.6; RXFP1 antag: -5.1; D2 ag: 0.0; D1 antag: 10.3; RXFP1 ag: 0.5%; TRHR enhancer: 17.9; D1 agonist: 2.3; D2 antag: 10.8; D1 potentiator: -1.7

How did CCn1nc(C)c(CNC(=O)CC2C(=O)NCCN2CC(C)C)c1C (configuration not stated) do in these assays?
D2 PAM: 9.0; RXFP1 antag: 2.2; D2 ag: 0.4; D1 antag: -0.2; RXFP1 ag: -2.9%; TRHR enhancer: -7.2; D1 agonist: 0.1; D2 antag: -6.9; D1 potentiator: -5.8

What do the screens show for `O=C(COc1ccc2ccccc2c1Br)N1CCCC1`?
D2 PAM: -10.5; RXFP1 antag: 2.3; D2 ag: 1.0; D1 antag: 3.7; RXFP1 ag: 7.6%; TRHR enhancer: -2.5; D1 agonist: 0.2; D2 antag: 0.7; D1 potentiator: 4.2

Two records drawn at random from those above, as already listed:
How did Cc1c(NC(=O)c2cccc(NC(=O)c3ccco3)c2)cccc1C(=O)O do in these assays?
D2 PAM: 3.5; RXFP1 antag: 10.4; D2 ag: -0.1; D1 antag: -10.8; RXFP1 ag: 0.7%; TRHR enhancer: 8.2; D1 agonist: 2.5; D2 antag: 11.7; D1 potentiator: -1.6

Results for CC(C)c1ccc(OCC(=O)Nc2ccc(S(=O)(=O)Nc3ccccn3)cc2)cc1 ?
D2 PAM: 5.1; RXFP1 antag: -20.0; D2 ag: 1.1; D1 antag: 15.4; RXFP1 ag: 4.5%; TRHR enhancer: 4.2; D1 agonist: 14.5; D2 antag: -4.4; D1 potentiator: 6.0

(cont.)
Results for CC(C(=O)Nc1ccccc1-c1ccccc1)N1CCN(S(=O)(=O)c2ccccc2)CC1 (configuration not stated) ?
D2 PAM: 1.3; RXFP1 antag: -0.7; D2 ag: 0.4; D1 antag: -11.7; RXFP1 ag: -2.8%; TRHR enhancer: 14.4; D1 agonist: 1.9; D2 antag: 10.7; D1 potentiator: 4.7

How did CCOC(=O)C1CCCN(S(=O)(=O)c2cc(OCC(N)=O)c(C)cc2Cl)C1 (configuration not stated) do in these assays?
D2 PAM: -3.3; RXFP1 antag: -2.6; D2 ag: -1.3; D1 antag: -3.8; RXFP1 ag: -0.3%; TRHR enhancer: -0.9; D1 agonist: 4.6; D2 antag: -0.9; D1 potentiator: 1.7

What do the screens show for `CCOC(=O)N1CCN(S(=O)(=O)c2c(C)nc3scc(C)n3c2=O)CC1`?
D2 PAM: -2.5; RXFP1 antag: 18.2; D2 ag: -0.1; D1 antag: -1.3; RXFP1 ag: 14.1µM*; TRHR enhancer: 5.1; D1 agonist: 4.1; D2 antag: 25.1; D1 potentiator: -1.6

What do the screens show for `COc1ccc(NC(=O)Cn2c(=O)n(Cc3ccco3)c(=O)c3sc4ccccc4c32)cc1Cl`?
D2 PAM: 6.9; D2 ag: 1.0; D1 antag: 3.9; RXFP1 ag: inconclusive; TRHR enhancer: 6.3; D1 agonist: 2.7; D1 potentiator: -0.5

Results for CCOC(=O)N1CCc2c(sc(NCc3sccc3C)c2C(=O)Nc2cc(Cl)ccc2OC)C1 ?
D2 PAM: 12.6; RXFP1 antag: -17.1; D2 ag: -0.4; D1 antag: 4.0; RXFP1 ag: -0.7%; TRHR enhancer: -2.4; D1 agonist: 2.5; D1 potentiator: -1.6

Results for COc1ccc(-c2nc3sc(CCNC(=O)C(=O)Nc4cccc(NC(C)=O)c4)c(C)n3n2)cc1 ?
D2 PAM: -7.4; RXFP1 antag: -12.7; D2 ag: 1.2; RXFP1 ag: 7.1%; TRHR enhancer: -6.2; D1 agonist: 13.2; D1 potentiator: -2.9

Results for C=CCOC(=O)C1=C[C@H](c2ccc(C(F)(F)F)cc2)[C@@H](CCCO)[C@H](OCC)O1 ?
D2 PAM: -0.3; D2 ag: 0.9; D1 antag: 0.2; RXFP1 ag: -2.6%; TRHR enhancer: -2.7; D1 agonist: 6.6; D2 antag: 11.1; D1 potentiator: -1.1

What do the screens show for `CCN1CCN(C(=O)c2ccc3nc(-c4ccccc4)c(-c4ccccc4)nc3c2)CC1`?
D2 PAM: 3.6; RXFP1 antag: -3.8; D2 ag: -0.7; D1 antag: -0.6; RXFP1 ag: 1.9%; TRHR enhancer: -13.1; D1 agonist: -1.4; D2 antag: 8.9; D1 potentiator: -2.9

How did CCN(Cc1nc2cc(Cl)ccc2c(=O)[nH]1)C(=O)c1ccc(C)c(NC(=O)c2ccco2)c1 do in these assays?
D2 PAM: 19.6; RXFP1 antag: -2.0; D2 ag: 0.1; D1 antag: -19.9; RXFP1 ag: 0.0%; TRHR enhancer: -4.5; D1 agonist: 0.6; D2 antag: 0.5; D1 potentiator: -2.6

What do the screens show for `O=C(COC(=O)C1CC(=O)N(c2nc(-c3ccccc3)cs2)C1)c1ccccc1` (configuration not stated)?
D2 PAM: 0.1; RXFP1 antag: 5.0; D2 ag: -0.2; D1 antag: -18.1; RXFP1 ag: -0.5%; TRHR enhancer: -6.8; D1 agonist: 2.8; D2 antag: -14.8; D1 potentiator: -1.9

Results for CCn1cc(/C=C(/C#N)S(=O)(=O)c2ccccc2)cn1 ?
D2 PAM: 3.8; RXFP1 antag: -12.3; D2 ag: -0.4; D1 antag: 4.2; RXFP1 ag: 0.9%; TRHR enhancer: 15.2; D1 agonist: 12.1; D2 antag: -17.8; D1 potentiator: -10.3

Results for COc1ccc([N+](=O)[O-])cc1COc1cc(C)cc2oc(=O)cc(-c3ccccc3)c12 ?
D2 PAM: 9.8; RXFP1 antag: -2.4; D1 antag: 16.6; RXFP1 ag: 0.2%; TRHR enhancer: 0.2; D1 agonist: 3.0; D1 potentiator: -3.8

Results for Cc1ccc(O)c(/C=N/NC(=O)COc2ccc3c(C)cc(=O)oc3c2)c1 ?
D2 PAM: -10.1; RXFP1 antag: -11.8; D2 ag: 1.5; D1 antag: -6.0; RXFP1 ag: 1.1%; TRHR enhancer: 2.0; D1 agonist: 3.8; D2 antag: -21.7

What do the screens show for `Cc1ccc(S(=O)(=O)NC(Cc2ccccc2)C(=O)NN)cc1` (configuration not stated)?
D2 PAM: 10.5; RXFP1 antag: -2.9; D2 ag: 0.8; D1 antag: 1.6; RXFP1 ag: 0.6%; TRHR enhancer: -2.6; D1 agonist: 0.8; D2 antag: -5.6; D1 potentiator: -6.8

What do the screens show for `COc1cccc(NC(=O)c2ccc3c(c2)OCCO3)c1`?
D2 PAM: 9.0; RXFP1 antag: -7.5; D2 ag: -1.5; D1 antag: -2.0; RXFP1 ag: -1.4%; TRHR enhancer: 0.5; D1 agonist: 0.9; D2 antag: 6.2; D1 potentiator: -6.8

How did O=c1n(Cc2ccc(Cl)cc2)c2ccccc2c2nc(-c3ccccc3)nn12 do in these assays?
D2 PAM: 4.7; RXFP1 antag: 8.1; D2 ag: 0.8; D1 antag: 6.0; RXFP1 ag: 8.9%; TRHR enhancer: 0.3; D1 agonist: 4.9; D1 potentiator: 1.2

Bioassay records deposited in PubChem by National Center for Advancing Translational Sciences (NCATS).
